# CHT inh = inhibitors of human choline transporter CHT | CHT-expressing cells, membrane potential dye, choline response; hits give low values | B-score at 10 µM | actives 0.86% (n = 310,000) | AID 488975, 2010;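 active means B-score over 3 SD under the library average, and starting fluorescence ratio not unusually high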;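 further: choline stimulus applied at its EC90 after an EC20 pre-addition; B-score computed on integrated fluorescence ratio after choline addition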
# Kir21 block = inhibitors of mouse Kir2.1 inward-rectifier potassium channel. Inward rectifier potassium channel 2 (Mus musculus), P35561. B-score at 10 µM. HEK293-Kir2.1, FluxOR thallium flux fluorescence; hits give low values. actives 0.85% (n = 310,000);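 active means fluorescence ratio B-score at or below minus 3 SD of library scores, with starting-brightness B-score within 2 SD, cut at about -4.2 in these data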;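 further: channel flux triggered by added potassium and thallium sulfate stimulus; B-score of peak minus minimum fluorescence over baseline after thallium stimulus; more negative B-score means stronger Kir2.1 block with less thallium influx; some compounds called inactive have numbers as strong as hits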
# KCNQ2 block = KCNQ2 potassium channel inhibitors, primary screen, cell-based, CHO-K1, FluxOR thallium flux, B-score (AID 2156); 20 min; hits give low values; B-score at 10 µM; actives 1.1% (n = 310,000);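 active means fluorescence ratio B-score at most minus 3 library SDs, with starting brightness B-score within 2 library SDs, cut at about -5.5 in these data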
# Target sequence (O88943 whole entry, looked up): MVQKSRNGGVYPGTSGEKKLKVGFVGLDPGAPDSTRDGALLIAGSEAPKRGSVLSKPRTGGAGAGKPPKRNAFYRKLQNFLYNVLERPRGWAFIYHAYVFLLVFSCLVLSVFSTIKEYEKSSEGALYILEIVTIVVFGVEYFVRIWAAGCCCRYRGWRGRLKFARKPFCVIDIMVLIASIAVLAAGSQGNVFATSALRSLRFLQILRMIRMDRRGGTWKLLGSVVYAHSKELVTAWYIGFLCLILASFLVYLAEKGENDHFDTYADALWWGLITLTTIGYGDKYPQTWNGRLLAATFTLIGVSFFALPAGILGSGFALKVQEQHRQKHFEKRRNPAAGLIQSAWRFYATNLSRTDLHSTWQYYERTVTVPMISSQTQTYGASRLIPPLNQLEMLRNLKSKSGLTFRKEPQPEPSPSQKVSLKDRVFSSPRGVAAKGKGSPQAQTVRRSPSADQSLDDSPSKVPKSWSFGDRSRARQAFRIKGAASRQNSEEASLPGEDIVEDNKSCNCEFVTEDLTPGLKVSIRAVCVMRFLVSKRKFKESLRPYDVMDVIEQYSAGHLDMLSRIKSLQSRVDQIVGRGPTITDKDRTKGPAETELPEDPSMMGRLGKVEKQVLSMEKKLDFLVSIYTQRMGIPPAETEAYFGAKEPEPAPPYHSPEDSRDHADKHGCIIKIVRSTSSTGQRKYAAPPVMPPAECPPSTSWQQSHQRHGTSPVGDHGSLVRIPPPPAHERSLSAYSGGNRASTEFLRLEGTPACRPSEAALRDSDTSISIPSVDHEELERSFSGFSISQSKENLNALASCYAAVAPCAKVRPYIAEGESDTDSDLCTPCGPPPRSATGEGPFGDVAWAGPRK
# * = called active by the depositor; i = inactive; . = no result given. This is a random part of the collection; overall some 2.6% were active at least once.
# The opening 3 entries as a preview:
SMILES,CHT inh,Kir21 block,KCNQ2 block
NC(=O)CSc1oc(-c2ccco2)nc1S(=O)(=O)c1ccc(Cl)cc1,i,-1.21,i
O=C1CCCC/C1=C/Nc1ccc2c(c1)OCO2,i,0.4,i
CCn1c(SCC(=O)Nc2ccc(Br)cn2)nnc1C1CC1,i,0,i

# Main list, from the start:
SMILES,CHT inh,Kir21 block,KCNQ2 block
NC(=O)CSc1oc(-c2ccco2)nc1S(=O)(=O)c1ccc(Cl)cc1,i,-1.21,i
O=C1CCCC/C1=C/Nc1ccc2c(c1)OCO2,i,0.4,i
CCn1c(SCC(=O)Nc2ccc(Br)cn2)nnc1C1CC1,i,0,i
CC(C)NC(=O)C(=O)NCC(c1ccc2c(c1)OCO2)N1CCOCC1 (configuration not stated),i,2.24,i
O=C1CC(c2ccccc2)n2nc(N3C(=O)CCC3=O)nc2N1 (configuration not stated),i,0.64,i
Cc1cccc(N2CCN(C(=S)Nc3ccc4nc5n(c(=O)c4c3)CCCCC5)CC2)c1C,i,-1.11,i
Cc1cccc(NC(=O)C2CCN(C(=O)N3CCOc4ccccc43)CC2)c1C,i,0.7,i
COCCOC(=O)c1c(NC(=O)CN2CCCc3ccccc32)sc(C(N)=O)c1C,i,0.6,i
Clc1ccc(-c2cc(COc3ccccc3)on2)cc1,i,0,i
Cc1c(NC2(C#N)CCCCC2)c(=O)n(-c2ccccc2)n1C,i,0,i
COc1ccc(C(=O)Nc2ccc(OC)c(OC)c2)cc1,i,1.8,i
Cc1ccccc1CSc1nnc(-c2ccncc2)n1C,i,0.89,i
O=C(CSc1n[nH]c(=O)[nH]c1=O)c1ccccc1,i,-0.03,i
Cc1cccc(C(=O)Nc2cccc(C(=O)NC3CCCC3)c2)c1,i,-0.21,i
CCOC(=O)c1nc(NCc2cccnc2)c2ccccc2n1,i,0.96,i
CC1(C)CC(=O)C2=C(C1)Nc1[nH]c(=S)[nH]c(=O)c1C2c1ccccc1 (configuration not stated),i,-0.73,i
CCCCn1c(SCC(=O)NCCc2ccc(OC)c(OC)c2)nc2c1c(=O)n(C)c(=O)n2C,i,0.01,i
COC(=O)[C@H]1[C@H]2C[C@@H]3c4[nH]c5cc(OC)ccc5c4CCN3C[C@H]2C[C@@H](OC(=O)c2ccc(N)cc2)[C@@H]1OC,i,-0.02,i
CCOc1cc(-c2c(C)c(CC)nc(N)c2C#N)ccc1O,i,-0.49,i
CN(CC(=O)Nc1sccc1C#N)Cc1ccccc1,i,0.67,i
CCOc1cc(CNc2ccc(N(C)C)cc2)cc(Br)c1OCC(=O)NC(C)(C)C,i,0.18,i
CCOc1ccc(CN2CCN(Cc3[nH]c4ccc(OC)cc4c3C)CC2CCO)cc1 (configuration not stated),i,0.7,i
O=C(CCCCn1c(=S)[nH]c2ccsc2c1=O)NCc1ccc2c(c1)OCO2,i,-0.03,i
COCOc1ccc(C=O)c(O)c1,i,-0.96,i
CCN(CC)c1ccc(N/C(N)=N/c2nc(C(F)(F)F)cc(=O)[nH]2)cc1,i,-1.49,i

# The closing 5 entries of the section before lead into the next.
SMILES,CHT inh,Kir21 block,KCNQ2 block
CCOc1cc(CNc2ccc(N(C)C)cc2)cc(Br)c1OCC(=O)NC(C)(C)C,i,0.18,i
CCOc1ccc(CN2CCN(Cc3[nH]c4ccc(OC)cc4c3C)CC2CCO)cc1 (configuration not stated),i,0.7,i
O=C(CCCCn1c(=S)[nH]c2ccsc2c1=O)NCc1ccc2c(c1)OCO2,i,-0.03,i
COCOc1ccc(C=O)c(O)c1,i,-0.96,i
CCN(CC)c1ccc(N/C(N)=N/c2nc(C(F)(F)F)cc(=O)[nH]2)cc1,i,-1.49,i
Nc1nc(NCc2ccccc2)nc(NCCO)c1[N+](=O)[O-],i,0.02,i
CC(=O)c1ccc(-c2ccc(C(=O)N3CCC(C(N)=O)CC3)o2)cc1,i,1.59,i
COc1ccc(C2Nc3ccc4ccccc4c3-c3c2c(=O)oc2ccccc32)cc1 (configuration not stated),i,-0.39,i
Cn1nc(-c2ccccc2)c(-c2nc(-c3cccc(Cl)c3)no2)c1Cl,i,-0.86,i
CC(=O)Nc1ccccc1NS(=O)(=O)c1ccccc1[N+](=O)[O-],i,0.03,i
COc1ccc(OC)c2nc(-c3cccnc3)ccc12,i,-1.34,i
O=C(NN=C1C2CC3CC1CC(Cl)(C3)C2)c1cccs1,i,-1.09,i
Cn1c(Cl)c(/C=N/OC(=O)c2ccc(Cl)cc2)c2ccccc21,i,-0.11,i
Cc1ccc(C(=O)C2=C(O)C(=O)N(CCCN3CCOCC3)C23C(=O)N(C)c2ccccc23)o1 (configuration not stated),i,2.22,i
Cn1c(N)c(C(=O)COC(=O)c2cncc(Br)c2)c(=O)n(C)c1=O,i,-0.48,i
COc1cc(NC(=O)C2CC(c3cccc(OC)c3OC)=NO2)cc(OC)c1OC (configuration not stated),i,-0.04,i
COCCCN(C(=S)Nc1c(C)cc(C)cc1C)C(C)c1ccccn1 (configuration not stated),i,0.28,i
Cc1ccc(S(=O)(=O)N2CCN(CC(=O)N/N=C/c3ccco3)CC2)cc1,i,-1.5,i
Nc1c(C(=O)Nc2ccc3c(c2)OCCO3)nnn1Cc1cccc(F)c1,i,0.7,i
CCCCN(CC)CCCNC(=O)c1cc2cc3ccc(OC)cc3nc2o1,i,-2.01,i
O=C(NC1CC1)C1CCN(C2CCN(C(=O)/C=C/c3cccs3)CC2)CC1,i,0.07,i
CC(C)(c1ccccc1)c1ccc(OCC(O)CN2CCCC2)cc1 (configuration not stated),i,-5.27*,i
O=C(COC(=O)c1cc(S(=O)(=O)N2CCCCC2)ccc1N1CCOCC1)c1ccc(F)cc1,i,-2.43,i
COc1ccc(COC(=O)N/N=C(\C)CC(=O)NCc2ccc(Cl)cc2)cc1,i,-0.05,i
O=C(COC(=O)/C=C/c1ccccc1[N+](=O)[O-])Nc1ccc(OC(F)F)cc1,i,-1.27,i
CCOC(=O)/C=C/C(=O)NNC(=O)c1ccccc1Cl,i,0.18,i
O=C(Nc1cc2c3c(c1)CC(=O)N3CCC2)C1CC1,i,0.04,i
COc1cc(NC(=O)C2CC(=O)NC3=C2C(=O)CCC3)c(OC)cc1Cl (configuration not stated),i,-0.62,i
Cc1cc(=O)n2nc(N3CCC(C(=O)N4CCN(c5ccccc5)CC4)CC3)sc2n1,i,1.17,i
Cc1ccc(NC(=O)c2cc(N(C)C)ccc2[P+](=O)O)cc1,i,0.16,i
# (list continues)
SMILES,CHT inh,Kir21 block,KCNQ2 block
CCOc1ccccc1-c1nc2c([nH]1)c(=O)n(C)c(=O)n2C,i,1.32,i
O=C(COC(=O)c1cccs1)NC12CC3CC(CC(C3)C1)C2,i,0.38,i
COc1cc(CCC(=O)Nc2cc(C)cc(C)c2)cc(OC)c1OC,i,-0.49,i
NS(=O)(=O)c1ccc(NC(=O)Cn2ncc3c2-c2ccccc2OC3)cc1,i,1.23,i
COc1cc2cc(C(=O)NCCc3ccccc3)[nH]c2cc1OC,i,0.3,i
COc1ccc2oc(C(=O)OCC(=O)c3ccc4c(c3)OCCO4)c(C)c2c1,i,1.74,i
CC(C)(O)CCCC(C)(O)c1ccc(C(=O)O)cc1O (configuration not stated),i,0.07,i
CC1C(c2ccccc2)=[N+]([O-])C2(CCCCC2)N1O (configuration not stated),i,0.42,i
COc1ccc(N(CC(=O)Nc2cc(Cl)ccc2C)S(=O)(=O)c2c(C)noc2C)cc1,i,-0.4,i
CS(=O)(=O)Cc1ccc(C(=O)NC2CCCc3ccccc32)cc1 (configuration not stated),i,0.44,i
CCCCC(=O)N1CC(=O)Nc2ccc(F)cc2C1c1ccccc1 (configuration not stated),i,0.18,i
CCCCCC(=O)c1ccc(O)cc1O,-6.1*,0.81,i
CCCCN(C(=O)c1ccc(N2CCCC2=O)cc1)c1c(N)n(Cc2ccccc2)c(=O)[nH]c1=O,i,-0.94,i
Fc1ccc(C2CC(c3cccs3)=NN2c2ccccc2)cc1 (configuration not stated),.,0.35,i
Cc1c(NC(=O)CN2C(=O)NC(CCc3ccccc3)C2=O)c(=O)n(-c2ccccc2)n1C (configuration not stated),i,-0.67,i
Cc1ccc(NC(=O)Nc2cc(S(C)(=O)=O)ccc2Cl)cc1,i,-0.31,i
Sc1oc(-c2ccccc2)cc1C=Nc1ccccc1,i,-1.05,i
Cc1cc(C)c(C#N)c(SCc2ccc(C(=O)O)cc2)n1,i,2.38,i
Cc1cccc(N2CCN(C(=O)c3c(C)nn(Cc4ccccc4Cl)c3C)CC2)c1C,i,-0.37,i
O=S(=O)(Nc1cccc(Oc2cnccn2)c1)c1ccc(F)cc1,i,-1.92,i
CCN(CC)C(=O)Cn1cc(C(=O)C(=O)N2CCN(C)CC2)c2ccccc21,i,-0.25,i
Cc1cccnc1NC(=O)C12CCC(C)(C(=O)O1)C2(C)C (configuration not stated),i,1.67,i
Fc1ccccc1CSc1nnc(-c2cccnc2)o1,i,1.14,i
COc1ccccc1C(=O)NCCC(=O)NC(C)c1ccc(-n2ccnc2)cc1 (configuration not stated),i,3.02,i
O=C1CCC(C(=O)N2CCCCO2)CN1CCc1ccc(Cl)cc1 (configuration not stated),i,-0.11,i

# Look-ups from the entries so far:
# Kir21 block result of `CS(=O)(=O)Cc1ccc(C(=O)NC2CCCc3ccccc32)cc1` (configuration not stated) = 0.44
# Kir21 block result of `COc1cc2cc(C(=O)NCCc3ccccc3)[nH]c2cc1OC` = 0.3
# Kir21 block result of `COc1ccc(N(CC(=O)Nc2cc(Cl)ccc2C)S(=O)(=O)c2c(C)noc2C)cc1` = -0.4

# Additional records follow.
SMILES,CHT inh,Kir21 block,KCNQ2 block
CCSc1ncc(Cl)c(C(=O)Nc2ccc(S(=O)(=O)Nc3ncccn3)cc2)n1,i,-0.66,i
O=C(COC(=O)Cc1ccccc1F)NNC(=O)c1ccc([N+](=O)[O-])cc1,i,0.59,i
CCc1ccc2c(CSc3nnnn3C)cc(=O)oc2c1,i,0.34,i
O=C(O)COc1cccc(NC(=O)c2ccccc2)c1,i,-0.52,i
COc1ccc(OC)c(CC(NC(C)=O)C(=O)NC2CCN(c3nnnn3-c3ccccc3)CC2)c1 (configuration not stated),i,1.71,i
O=C(O)c1cccc(S(=O)(=O)Nc2ccc(O)c(Sc3nc4ccccc4s3)c2)c1,i,0.1,i
O=C(Nn1cnnc1)c1csc2ccccc12,i,-0.12,i
O=C(CNC(=O)Cn1cnc2sc3c(c2c1=O)CCCC3)NCc1ccccn1,i,0.37,i
O=C(NCCCN1CCCC1=O)C(=O)NCC1OCCN1S(=O)(=O)c1ccc(Cl)cc1 (configuration not stated),i,-0.85,i
O=C(N/N=C\c1c(O)ccc2ccccc12)c1ccc(Cn2cccn2)o1,i,-1.66,i
Cc1ccc(C2=[N+]([O-])C(C)(C)N(O)C2(C)C)cc1,i,0.69,i
CCCCc1ccc(NC(=O)CSc2nc(=O)n(CCN3CCOCC3)c3c2CCC3)cc1,i,-0.32,i
Cc1ccc(NS(=O)(=O)c2ccc3c(c2)oc(=O)n3C)cc1,i,0.07,i
CC1=Nc2ccc(C)cc2/C1=C/c1c(N)n2nc(CC(=O)N3CCOCC3)sc2nc1=O,i,0.91,i
CCOC(=O)c1ccc(N2C(=O)CC(N3CCN(C(=O)c4ccccc4)CC3)C2=O)cc1 (configuration not stated),i,-0.1,i
CCC(C)(C)NC(=O)C(OC(=O)c1ccco1)c1ccccc1OC (configuration not stated),i,0.68,i
Cc1ccc(NC(=O)CCN2C(=O)CSC2=O)cc1,i,-0.01,i
COc1cc(-c2nnc(COC(=O)C3c4ccccc4Oc4ccccc43)o2)cc(OC)c1OC,i,0.56,i
COc1ccc(C2=NOC(C)(c3nnc(-c4ccccc4)o3)C2)cc1 (configuration not stated),i,-0.06,i
Cc1ccccc1NC(=O)Cn1c(=O)n(CC2CCCO2)c(=O)c2ccccc21 (configuration not stated),i,-0.02,i
CC(=O)Nc1ccc(Sc2ccccc2C(=O)N2CCCC2)cn1,i,-1.74,i
Cc1ccc(CN(CC(=O)NC(C)(C)C)C(=O)CNC(=O)c2cccs2)cc1,i,1.74,i
CCN1C(=O)C(CC(=O)N2CCN(C(c3ccccc3)c3ccccc3)CC2)N(CC)C1=O (configuration not stated),i,0.09,i
CC(C)(C)NC(=O)COc1ccc(CNCc2ccccn2)cc1,i,1.48,i
CCN(Cc1ccccc1)C(c1cc2cc(C)cc(C)c2[nH]c1=O)c1nnnn1CCOC (configuration not stated),i,-1.47,i
# (list continues)
SMILES,CHT inh,Kir21 block,KCNQ2 block
Cc1onc(-c2c(F)cccc2Cl)c1C(=O)Nc1cccc(Cn2cccn2)c1,i,-0.72,i
CCOc1ccccc1NC(=O)[C@@H](NC(=O)c1cccc(S(=O)(=O)N2CCOCC2)c1)C(C)C,i,0.77,i
Clc1nc(Nc2ccc(N3CCOCC3)cc2)c2ccccc2n1,i,-0.48,i
CCOc1cc(N2CCOCC2)c(OCC)cc1NC(=O)COC(=O)CCOc1ccc(C)cc1,i,1.62,i
Cc1onc(-c2c(F)cccc2Cl)c1C(O)c1ccc(F)cc1 (configuration not stated),i,-4.4*,i
O=[N+]([O-])c1cc(CN2CCN(c3ccccc3)CC2)c(O)c2ncccc12,i,0.95,i
CCN(CC(=O)Nc1ccc(NC(C)=O)cc1)C(=O)C12CC3CC(CC(Cl)(C3)C1)C2,i,0.57,i
C/C(=C\C(=O)c1ccccc1)Nc1ccc(N2CCOCC2)cc1,i,0.07,i
CCCCCCc1nnc(NC(=O)c2ccco2)s1,i,-0.03,i

# Screening results deposited in PubChem by Johns Hopkins Ion Channel Center.
